Screens: PubChem BioAssay, Sanford-Burnham Center for Chemical Genomics
GRIN3A LBD mod – NR3A (human) ligand-binding domain modulation | NR3A LBD differential scanning fluorimetry, Tm shift; 0% = protein alone, 100% = glycine-bound protein | Tm shift relative to glycine control, % at 25 µM | 2.5% of 340,000 active | AID 1259313;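 active = melting temperature shift of at least 10% of the positive control shift, at one fixed dose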
HKDC1 inhibitor – HKDC1 (human) hexokinase inhibition. Q2TB90. recombinant HKDC1, G6PDH/diaphorase resazurin coupled fluorescence. inhibition, % at 20 µM. 0.16% of 340,000 active. AID 493160;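 active = inhibition above about 35% when tested at 20 µM, limit read from the data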;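 note: plate controls were DMSO wells with enzyme for no effect and DMSO wells lacking enzyme for full effect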
Target sequence (Q2TB90 whole entry, looked up): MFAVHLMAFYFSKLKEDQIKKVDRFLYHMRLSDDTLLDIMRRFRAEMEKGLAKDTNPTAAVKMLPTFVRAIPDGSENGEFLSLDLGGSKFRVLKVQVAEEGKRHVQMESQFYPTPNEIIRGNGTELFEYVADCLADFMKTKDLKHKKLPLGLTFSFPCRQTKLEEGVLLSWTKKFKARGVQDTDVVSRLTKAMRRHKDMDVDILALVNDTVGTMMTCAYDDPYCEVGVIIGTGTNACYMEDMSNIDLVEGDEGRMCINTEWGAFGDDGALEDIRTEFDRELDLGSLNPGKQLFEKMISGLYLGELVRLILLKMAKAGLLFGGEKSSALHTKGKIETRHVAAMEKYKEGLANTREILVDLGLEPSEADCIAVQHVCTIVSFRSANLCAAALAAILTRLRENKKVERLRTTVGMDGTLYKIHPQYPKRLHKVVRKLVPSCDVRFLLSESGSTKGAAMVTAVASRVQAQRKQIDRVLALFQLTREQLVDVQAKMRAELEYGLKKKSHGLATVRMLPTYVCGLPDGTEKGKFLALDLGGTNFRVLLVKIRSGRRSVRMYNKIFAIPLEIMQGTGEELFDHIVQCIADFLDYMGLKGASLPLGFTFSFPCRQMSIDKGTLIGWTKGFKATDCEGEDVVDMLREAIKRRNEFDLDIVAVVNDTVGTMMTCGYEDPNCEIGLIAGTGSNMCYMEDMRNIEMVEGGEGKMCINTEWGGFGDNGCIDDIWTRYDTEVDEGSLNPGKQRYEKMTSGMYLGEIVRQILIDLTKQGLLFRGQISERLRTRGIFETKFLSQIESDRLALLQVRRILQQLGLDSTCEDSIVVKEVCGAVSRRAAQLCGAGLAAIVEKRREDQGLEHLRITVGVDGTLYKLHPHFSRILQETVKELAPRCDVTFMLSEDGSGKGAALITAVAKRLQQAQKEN
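System: Recombinant HKDC1 hexokinase | Amount: HKDC1 at 5 µg/mL | Reagent: Glucose with 1 mM ATP | Doses: Single 20 µM dose | Incubation: Reaction time 90 min, room temperature, protected from light | Signal: Coupled resazurin fluorescence, excitation 525 nm, emission 613 nm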
PfGluPho inh – PfG6PD (Plasmodium falciparum) enzyme inhibition | PfGluPho enzyme, NADPH resazurin-diaphorase fluorescence | inhibition, % at 20 µM | 0.78% of 350,000 active;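 active = inhibition reaching at least a set limit at 20 µM in the primary screen, cut at about 59% in these data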;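 note: 0% = DMSO wells with substrate and 100% = DMSO wells lacking glucose-6-phosphate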
MPTP inh – blocks calcium-induced mitochondrial swelling; 1.4% of 360,000 active; isolated mouse mitochondria, Ca2+ swelling absorbance, 30 min; inhibition, % at 10 µM;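 active = inhibition of 50% or more, scaled per plate between neutral and stimulator controls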;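 note: 0% = DMSO wells given calcium and 100% = 1 mM EGTA wells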
SENP8 inh – inhibitors of human SENP8 protease. Q96LD8. AID 602440. inhibition, % at 20 µM. recombinant SENP8, Nedd8 substrate fluorescence. 0.64% of 360,000 active; in the data active = inhibition mostly above about 40%, no sharp cut-off; inactive = mostly below about 27%
Target sequence (Q96LD8 whole entry, looked up): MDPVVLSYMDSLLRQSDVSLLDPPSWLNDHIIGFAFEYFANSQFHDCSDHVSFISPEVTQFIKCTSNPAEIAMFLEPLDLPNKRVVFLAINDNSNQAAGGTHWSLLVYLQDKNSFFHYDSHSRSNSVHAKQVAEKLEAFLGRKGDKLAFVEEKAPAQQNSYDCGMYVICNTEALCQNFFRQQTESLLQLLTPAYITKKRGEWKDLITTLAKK
ATG4B inhibitor – blocks human ATG4B protease cleavage of LC3 substrate; 0.51% of 340,000 active; ATG4B cleavage of LC3-PLA2, NBD-HPC fluorescence, 1 h; inhibition, % at 8.33 µM; in the data active = inhibition above about 40%
SENP6 inh – inhibitors of human SENP6 protease | inhibition, % at 10 µM | Q9GZR1 | 1.8% of 330,000 active | AID 2599 | Recombinant SENP6 catalytic domain, aminoluciferin luminescence;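 active = inhibition above about 50% at the single tested dose, limit read from the data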;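 note: plate controls were DMSO wells with enzyme for no effect and DMSO wells lacking enzyme for full effect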
SENP7 block – inhibitors of human SENP7 protease. Q9BQF6. recombinant SENP7, Z-RLRGG-aminoluciferin luminescence, 40 min. inhibition, % at 5 µM. 1.5% of 330,000 active. AID 434973;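 active = inhibition above about 50% at the single test dose, limit read from the data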;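 note: plate controls were DMSO with enzyme for no effect and no enzyme buffer wells for full effect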
* hit, by the source's call; / = no result given.

Values in the order – GRIN3A LBD mod	HKDC1 inhibitor	SENP7 block	SENP8 inh	ATG4B inhibitor	MPTP inh	SENP6 inh	PfGluPho inh
> Cc1ccc(NC(=O)CSc2nnc(-c3cccs3)o2)cc1S(=O)(=O)N1CCCCC1
  0	9	9	6	0	-0.3	-14	-13
> CS(=O)(=O)N(CC(=O)NCCC1=CCCCC1)C1CCCCC1
  0	-15	9	13	4	-8.6	-8	-6
> CCCC1NC(C(=O)O)Cc2c1[nH]c1ccccc21 (stereo not drawn)
  2	-6	4	-375	-10	-3.4	-18	3
> CCn1cc(CN2CCC(n3nccc3NC(=O)c3cccc(F)c3)CC2)c(C)n1
  -2	3	12	-2	25	-0.2	-6	-4
> O=C(NCCc1csc(-c2cccnc2)n1)c1ccccc1Br
  -1	-5	4	17	-1	0.9	-6	-3
> O=C(Nc1ccccc1F)Nc1cccnc1Cl
  0	2	47	20	8	1.7	25	-5
> Cc1ccc(S(=O)(=O)N2CCN(S(=O)(=O)N3CCCCC3)CC2)cc1C
  -6	-4	1	3	-7	-0.2	-11	-4
> C=CCn1c(=NC(=O)c2ccccc2[N+](=O)[O-])sc2cc(S(C)(=O)=O)ccc21
  2	-6	1	6	-6	-0.9	-7	1
> COc1cc(SC)ccc1C(=O)OCC(=O)N1CC(=O)Nc2ccccc21
  -2	-4	4	1	-13	0.2	-7	-13
> Cc1c(C(=O)N2CCN(CC(=O)Nc3ccccc3Cl)CC2)oc2ccc(Br)cc12
  3	1	-1	16	-51	-1.5	0	6
> C=CC[N+]1(CC#Cc2ccccc2)CCCC1
  1	10	0	6	2	-1.2	-26	-40
> O=C(Nc1cccnc1)c1sc2cccc(F)c2c1Cl
  -22	-6	-10	1	-11	0.6	-25	8
> CN(N=Nc1nc[nH]c1C(=O)NN)C1CCCCC1
  0	13	/	4	-3	-0.2	/	-20
> N#CC1=C(N)Oc2cc(N)ccc2C1c1cc(Br)cs1 (stereo not drawn)
  -9	2	0	6	2	0.8	16	-11
> CC(C)(C)c1ccc(C(=O)Oc2ccccc2CCC(=O)O)cc1
  1	-1	-7	14	6	1.5	-16	-13
> COc1ccc(N2CCN(C(=O)CNC(=O)Cn3c(C)cc4ccccc4c3=O)CC2)cc1
  -2	9	-2	-48	10	0.1	-1	-17
> CCn1nnnc1SCC(=O)N1CCc2ccccc21
  2	-1	-3	15	8	-0.9	-9	-10
> CC(C)(C)c1ccc(NC(=O)N2CCCN(c3ccc([N+](=O)[O-])cn3)CC2)cc1
  -2	6	-11	22	-7	14	-20	17
> CCN1C(=O)C(C(=O)NC(C)c2ccccc2)C2CC1(C)Oc1ccccc12 (stereo not drawn)
  -1	-5	-3	11	15	-0.1	2	-2
> COc1cc(OC)cc(C(=O)Nn2c(C)nc3ccccc3c2=O)c1
  5	-6	0	13	-1	0.3	-3	6
> CSCC[C@H](NC(=O)OC(C)(C)C)c1nnc(SCc2ccccc2)o1
  1	-5	-10	17	-4	0.2	4	11
> Cc1c(NC(=O)c2ccc(S(=O)(=O)N3CC(C)OC(C)C3)cc2)c(=O)n(-c2ccccc2)n1C (stereo not drawn)
  0	-12	-2	18	3	0.3	-1	-3
> CC(=O)N1CCN(C(=O)C2(NC(=O)Nc3cccc(F)c3)CCCCC2)CC1
  1	-5	-14	1	-2	-0.6	0	-13
> O=C(C1=C(O)C(=O)N(Cc2ccco2)C1c1cccnc1)c1cc2ccccc2o1 (stereo not drawn)
  2	3	-1	-73	-1	-1.6	6	1
> Cc1ccccc1S(=O)Cc1ccc(C(=O)N2CCN(C(=O)c3ccco3)CC2)o1 (stereo not drawn)
  0	-3	5	1	-4	-1.3	1	10
> CC1CCCC(C)N1C(=O)CSc1nnc(NC(=O)Cc2cccs2)s1 (stereo not drawn)
  -1	-1	12	8	-14	0.2	19	-7
> O=C(CSc1nnnn1Cc1ccccc1)N1CCN(c2ccccc2)CC1
  0	2	-1	5	-15	0.5	-9	-3
> COc1cccc(CNC(=O)c2nnn(CC(=O)Nc3ccc(C)c(C)c3)c2N)c1
  2	6	4	15	-7	1.6	2	-5
> Cc1ccc(CNC(=O)C2CC(c3cc(C(F)(F)F)cc(C(F)(F)F)c3)=NO2)o1 (stereo not drawn)
  -5	5	-16	16	-2	1.1	-16	24
> CCN1C(=O)N[C@@H](c2cccc(C(F)(F)F)c2)C(C(C)=O)=C1C
  -2	5	3	18	-1	-2.0	5	8

Some of these compounds in order of the MPTP inh value, high to low.
| smiles | GRIN3A LBD mod | HKDC1 inhibitor | SENP7 block | ATG4B inhibitor | MPTP inh | SENP6 inh | PfGluPho inh |
| --- | --- | --- | --- | --- | --- | --- | --- |
| CSCC[C@H](NC(=O)OC(C)(C)C)c1nnc(SCc2ccccc2)o1 | 1 | -5 | -10 | -4 | 0.2 | 4 | 11 |
| C=CCn1c(=NC(=O)c2ccccc2[N+](=O)[O-])sc2cc(S(C)(=O)=O)ccc21 | 2 | -6 | 1 | -6 | -0.9 | -7 | 1 |
| CCCC1NC(C(=O)O)Cc2c1[nH]c1ccccc21 (stereo not drawn) | 2 | -6 | 4 | -10 | -3.4 | -18 | 3 |

The list continues:
Values in the order – GRIN3A LBD mod	HKDC1 inhibitor	SENP7 block	SENP8 inh	ATG4B inhibitor	MPTP inh	SENP6 inh	PfGluPho inh
> CC(=O)c1cccc(NC(=O)CC2SC(N3CCCCC3)=NC2=O)c1 (stereo not drawn)
  -5	-6	11	19	-8	6.3	0	-5
> Clc1cccc(OCc2nc(-c3ccncc3)n[nH]2)c1
  -2	10	-3	12	3	1.0	-1	-19
> CC1CN(c2ccc(S(=O)(=O)N3CCOCC3)cn2)CC(C)O1 (stereo not drawn)
  -1	-6	3	-6	-1	2.3	1	-7
> Cc1cccc2cc(CN(Cc3nnnn3Cc3ccccc3)C3CCCC3)c(=O)[nH]c12
  -3	-3	7	-61	30	0.2	-3	7
> Cc1ccc(CN(C)C(=O)c2ccc3c(c2)NC(=O)CS3)o1
  1	0	-2	0	3	1.3	-3	24
> N#Cc1cc([N+](=O)[O-])ccc1NC(=O)COC(=O)c1cnccn1
  0	-3	1	7	-7	-1.8	-1	8
> COc1ccc(C(=O)N/N=C\c2coc3ccc(Cl)cc3c2=O)cc1
  -2	7	-1	-16	9	-2.0	1	7
> COc1cc(C(=O)NCc2cc(C)nc3ccccc23)cc(OC)c1OC
  -3	-6	2	0	0	1.7	13	5
> O=C(O)CCc1ccc(-c2ccc(Br)cc2)o1
  -2	7	-6	-4	2	-0.5	38	5
> COc1ccccc1OCCCn1c(C)c(C#N)c2ccccc21
  2	2	1	-3	-16	-2.0	4	35
> COc1ccc(NC(=O)c2cc(C)on2)cc1
  -4	3	7	9	-6	2.6	3	3
> CCC1(C)Cc2nc3[nH]c(=S)n(-c4ccccc4C)c(=O)c3cc2CO1 (stereo not drawn)
  0	0	-4	12	0	2.6	-5	-3
> CCCC1(C(=O)O)NC(c2cccc(OC)c2O)C2C(=O)N(c3ccccc3)C(=O)C21 (stereo not drawn)
  -4	-9	-9	15	-9	-1.8	3	-6
> O=C1CCN(Cc2nnnn2CC2CCCO2)c2ccccc2N1 (stereo not drawn)
  0	-8	6	8	3	-1.9	5	-8
> CCN(CC)S(=O)(=O)c1cc(C)c(C)cc1Br
  2	-4	0	8	8	-1.1	-18	4
> COc1ccc(NC(=O)CSc2ncccc2C(=O)OC(C)C)cc1OC
  0	-7	-7	12	0	71*	-2	2
> CCCCNC(=S)N1CCN(Cc2ccc3c(c2)OCO3)CC1
  -1	-4	5	9	-2	-1.4	4	7
> S=c1[nH]nc(-c2ccccc2)n1/N=C/c1cccs1
  0	-4	3	18	-11	-0.4	-3	33
> ON=C(CCc1ccccc1)CCc1ccccc1
  6	-3	/	20	2	1.2	/	3
> CC1CCCN(C(=O)C2CCN(S(=O)(=O)c3cccs3)CC2)C1 (stereo not drawn)
  -1	-6	-12	12	16	-0.8	-13	-5
> Cc1ccc(NC(=O)CN2C(=O)NC(C)(c3ccccc3)C2=O)c(C)c1 (stereo not drawn)
  0	-6	-7	9	1	-1.7	-27	-4
> COC(=O)c1ccc(NCc2c(O)ccc(O)c2Br)cc1Cl
  32*	45*	/	24	-5	1.2	/	104*
> CC(=O)NC1=NC(=O)/C(=C/N2CCCCC2)S1
  0	-12	2	-29	10	-1.6	-10	9
> CC(=O)c1cccc(NC(=O)CN(C)S(=O)(=O)c2ccc3c(c2)CC(C)N3C(C)=O)c1 (stereo not drawn)
  -1	-7	3	10	-6	1.9	9	-2
> COc1ccc(OCc2cc(=O)c3ccc4c(c3o2)C=CC(C)(C)O4)cc1OC
  0	2	-6	11	-2	5.1	2	17
> CCc1nnc(NC(=O)CC23CC4CC(CC(C4)C2)C3)s1
  0	-6	11	6	-10	-1.8	-12	-2
> CS(=O)(=O)c1ccc2nc(NC(=O)c3ccc(S(=O)(=O)NCC4CCCO4)cc3)sc2c1 (stereo not drawn)
  -2	-6	-9	-152	-2	-0.6	-7	-21
> CC1CC(C)CN(S(=O)(=O)c2ccc3c(c2)CCN3C(=O)CCC(=O)O)C1 (stereo not drawn)
  2	-7	24	16	7	-0.3	-10	-34
> Cc1cc(Cl)ccc1OCc1cn2cccnc2n1
  -2	-5	-5	-437	-3	-0.2	0	4
> CC(=O)c1cc2c(cc1NC(=O)c1c(-c3ccccc3)noc1C)OCO2
  8	-6	10	-472	12	0.8	-1	-2

Record cards, as listed above.
`S=c1[nH]nc(-c2ccccc2)n1/N=C/c1cccs1` as listed: GRIN3A LBD mod: 0; HKDC1 inhibitor: -4; SENP7 block: 3; SENP8 inh: 18; ATG4B inhibitor: -11; MPTP inh: -0.4; SENP6 inh: -3; PfGluPho inh: 33
`Cc1c(C(=O)N2CCN(CC(=O)Nc3ccccc3Cl)CC2)oc2ccc(Br)cc12` as listed: GRIN3A LBD mod: 3; HKDC1 inhibitor: 1; SENP7 block: -1; SENP8 inh: 16; ATG4B inhibitor: -51; MPTP inh: -1.5; SENP6 inh: 0; PfGluPho inh: 6

The listing continues.
Values in the order – GRIN3A LBD mod	HKDC1 inhibitor	SENP7 block	SENP8 inh	ATG4B inhibitor	MPTP inh	SENP6 inh	PfGluPho inh
> COc1ccc(CNC(=O)CN(Cc2ccc(F)cc2)C(=O)c2csnn2)cc1
  -1	-10	3	-3	5	-3.0	-3	-10
> CCn1c(SCC(=O)Nc2ccc(NC(=O)c3ccco3)c(OC)c2)nc2ccccc2c1=O
  -2	-9	-9	20	9	0.5	-6	3
> COC(=O)CN1C(=O)C(C)=C(c2ccc(C)cc2)S1(=O)=O
  0	-9	-2	-17	-2	-0.5	-4	-8
> COc1ccc(CC(=O)Nc2c3c(nn2-c2cccc(Cl)c2)CS(=O)(=O)C3)cc1
  0	4	-8	14	2	-2.3	14	-4
> Cc1nc2ccc(C(=O)NCc3ccc4c(c3)OCO4)cc2s1
  -8	0	-6	10	-8	-0.6	-12	-3
> CCC(=O)Nc1nc2ccc3nc(C)sc3c2s1
  -5	3	-12	16	-4	-1.5	-3	21
> O=S(=O)(O)c1cccc(N=Nc2c(O)ccc3ccccc23)c1
  3	3	92*	24	-4	5.0	99*	6
> COc1cc(/C=C(\C#N)C(=O)NC(C)C)ccc1OCc1ccc(C(=O)O)cc1
  1	-3	4	-23	-5	1.3	-8	-1
> Cc1ccccc1/[N+]([O-])=C/c1cccs1
  1	-3	8	19	-4	-1.3	-1	5
> COc1cc(C(=O)N(Cc2cccc(Cl)c2)C2CCS(=O)(=O)C2)cc(OC)c1OC (stereo not drawn)
  1	-9	-9	13	0	2.4	-1	1
> Cc1nnc(N/N=C/C2CC=CCC2)[nH]c1=O (stereo not drawn)
  -1	1	5	-7	2	-0.1	-1	-7
> CCn1c(=O)c2sccc2n(CC(=O)NCCC2=CCCCC2)c1=O
  -1	-5	-7	10	2	1.0	29	-7
> C=C(C)CC(Nc1ccc(OC)cc1)c1ccco1 (stereo not drawn)
  -3	-7	6	3	2	-0.1	-4	19
> Clc1ccc(OCc2nn3c(-c4ccco4)nnc3s2)cc1
  1	-1	11	22	-15	-0.7	-10	2
> COc1cnc(-c2cccc(C(F)(F)F)c2)[nH]c1=O
  -1	10	0	-2	8	-0.6	6	-7
> Cc1c([N+](=O)[O-])c(C(=O)NC2CCCC2)nn1C
  -26	-8	8	0	4	0.1	5	-7
> COc1cc(NC(=O)CCCn2c(=S)[nH]c3ccccc3c2=O)cc(OC)c1OC
  0	-4	3	13	-1	0.6	-30	4
